# Compound activity (PubChem)
# TbREL1 inh – TbREL1 RNA ligase inhibitors, primary screen, biochemical, FRET fluorescence; TbREL1 RNA ligation; RNA-editing ligase 1, mitochondrial (Trypanosoma brucei brucei), P86926; inhibition, % at 9.66 µM; 0.49% of 89,000 active;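 active means inhibition above the mean inhibition across all screened compounds plus 3 SD, cut at about 11% in these data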;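 further: 0% = plate median of test wells and 100% = NSC42067 control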
# Target sequence (P86926 whole entry, looked up): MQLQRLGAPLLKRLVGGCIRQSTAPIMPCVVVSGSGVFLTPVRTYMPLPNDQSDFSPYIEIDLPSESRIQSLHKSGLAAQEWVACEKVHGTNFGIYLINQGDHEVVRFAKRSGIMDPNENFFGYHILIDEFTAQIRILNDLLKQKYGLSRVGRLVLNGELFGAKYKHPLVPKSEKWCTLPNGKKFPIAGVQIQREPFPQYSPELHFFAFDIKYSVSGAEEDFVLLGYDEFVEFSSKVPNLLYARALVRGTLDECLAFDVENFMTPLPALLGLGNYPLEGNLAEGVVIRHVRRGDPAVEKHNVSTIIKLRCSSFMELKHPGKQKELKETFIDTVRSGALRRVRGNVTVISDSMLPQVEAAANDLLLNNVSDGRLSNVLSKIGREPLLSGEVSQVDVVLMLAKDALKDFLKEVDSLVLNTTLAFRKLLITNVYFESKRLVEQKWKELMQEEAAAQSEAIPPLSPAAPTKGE
# The depositor's hits bear a star.
TbREL1 inh	SMILES
-1	CCC(C)Sc1ccc([C@@H]2[C@@H]3C(=O)N(CC)C(=O)[C@@H]3[C@]3(C(=O)OC)CCCCN23)cc1 (stereo partly drawn)
-5	Cn1nc(C(=O)Nc2ccccc2N2CCCC2)c2ccccc2c1=O
2	O=C(Nc1ccccc1-c1nc2ccccc2s1)c1ccc(Br)o1
3	CCOC(=O)c1nn(-c2ccccc2)c(=O)cc1SC(C)C
6	c1ccc2c(C[n+]3csc4ccccc43)cccc2c1
1	O=C(CNC(=O)c1ccc(Br)cc1)OCC(=O)c1ccccc1
1	COc1ccc(C2C(Oc3ccccc3)C(=O)N2c2cc(C)ccc2C)cc1OC (stereo not drawn)
-3	CC(=O)Nc1ccc(/C=N/NS(=O)(=O)c2cc(C)ccc2C)cc1
-1	Cc1ccc(C(=O)Nc2cccc(N3C(=O)C4CCC(C)CC4C3=O)c2)cc1 (stereo not drawn)
6	COc1ccc(CCNC(=O)C2CCN(Cc3nc(-c4ccccc4F)oc3C)CC2)cc1OC
0	CN(C(=O)COC(=O)CCCc1c[nH]c2ccccc12)c1c(N)n(Cc2ccccc2)c(=O)[nH]c1=O
-3	COc1ccc(OC)c(NC(=O)CSc2nc3[nH]c(=O)cc(O)c3s2)c1
-2	CCOC(=O)NC(=O)CSc1nnnn1-c1ccccc1
-5	COC(=O)[C@]12CCCCC=C1N(Cc1ccc(Cl)cc1Cl)C(=O)[C@H](CC(=O)N1CCN(C(=O)C3CC3)CC1)C2
-1	Cc1ccc(S(=O)(=O)NC2c3cccc4cccc(c34)C2Sc2ncccn2)cc1 (stereo not drawn)
2	Cc1cc(C)c2nc(-c3ccccn3)cc(C(=O)N3CCCC3)c2c1
5	Cc1ccc(-c2nc(C(=O)NC3CCCCCC3)no2)cc1
1	O=C(c1cn2ccccc2n1)N1CCCC(Nc2ccc(F)c(F)c2)C1 (stereo not drawn)
-8	O=C(CSc1nc2ccccc2c(=O)n1-c1ccc(Cl)cc1)NNC(=S)Nc1ccccc1
0	C=CCNC(=O)c1snnc1-c1ccccc1

# The final 2 entries of the section above are carried over, then new ones follow:
TbREL1 inh	SMILES
-8	O=C(CSc1nc2ccccc2c(=O)n1-c1ccc(Cl)cc1)NNC(=S)Nc1ccccc1
0	C=CCNC(=O)c1snnc1-c1ccccc1
2	CCN1CCN(C(=S)NCC2CCCO2)CC1 (stereo not drawn)
-4	COc1ccc(CNC(=O)C2CCC(CNc3c(N4CCC(C)CC4)c(=O)c3=O)CC2)cc1 (stereo not drawn)
-4	CN(C)C(=S)c1ccc(N(C)C)cc1
3	O=C(Nc1ccc2ccccc2c1)Nc1ccc2snnc2c1
10	Cc1ccc(/C=N/NC(=S)NC2CCCCC2)o1
-1	N#Cc1cc(-c2ccccc2)nnc1Sc1ccc(Cl)cc1
0	Cc1cccc(C(O)c2ncc(-c3ccc(Cl)cc3)[nH]2)c1C (stereo not drawn)
-1	N#Cc1c(-n2ccnc2)cccc1-n1ccnc1
-5	COc1ccc(C2C(C(=O)c3ccccc3)=C(C)Nc3nc4ccccc4n32)cc1OC (stereo not drawn)
-1	C[C@@H](OC(=O)c1[nH]cnc1C(=O)N1CCc2ccccc2C1)c1ccccc1
-1	COc1ccc(NS(=O)(=O)c2cc(NC(=O)c3cnc(C)cn3)ccc2N2CCCC2)cc1
-3	CCc1ccc(N(C2C=CS(=O)(=O)C2)S(=O)(=O)c2ccc(C)cc2)cc1 (stereo not drawn)
1	COc1cc(/C=C2/C(=N)N3C(c4ccccc4)=CSC3=NC2=O)ccc1OCC(=O)O
1	Cc1cccc(C)c1OCc1nc2ccccc2c(=O)n1/N=C/c1ccc(OCC(=O)O)cc1
6	COc1cccc(CNC(=O)c2ccccc2-c2ccccc2)c1
-5	Cc1cccc(NC(=S)N2N=CCC2c2ccccc2)c1 (stereo not drawn)
1	CCCS(=O)(=O)NC(=O)C1(C)CCN(C(=O)c2cncc(Br)c2)C1 (stereo not drawn)
0	Cc1nc(Nc2ccc3c(c2)OCCO3)c2oc3ccccc3c2n1
-2	CCOC(=O)COC(=O)c1ccc(O)cc1
3	CCCCCCC(=O)NC1CCCCN(C)C1=O (stereo not drawn)
10	Cc1nn(CC(C)C)c2sc(C(=O)NC3CC(C)(C)NC(C)(C)C3)cc12
2	Cn1nc([N+](=O)[O-])nc1N1CCN(c2ccc(F)cc2)CC1
1	COc1ccc(OCC(O)CN2CCC(CN3C(=O)c4cccc5cccc(c45)C3=O)CC2)cc1 (stereo not drawn)
3	COc1ccc(C(=O)NC(=S)Nc2ccc(S(N)(=O)=O)cc2)cc1
0	Cc1c(Cl)cccc1Nc1nc(N)nc(CSCCO)n1
4	COc1ccc(OC)c(NC(=O)CN2CCC(NC(=O)c3ccccc3C)CC2)c1
-6	CCCCN(C)C1CCN(C(=S)Nc2ccc(OCC)cc2)CC1
0	O=C(Nc1ccc(C(=O)NN2C(=O)c3ccccc3C2=O)cc1)c1ccccc1
-1	COC(=O)CSc1nnc2n(C3CCCCC3)c(=O)c3c4c(sc3n12)CCCC4
-6	Cc1ccc(NCc2n[nH]c(=S)n2Cc2ccccc2)cc1Cl
2	COc1cccc(-c2cnc(C(O)c3cccc(F)c3)[nH]2)c1 (stereo not drawn)
-2	CN(C)c1cccc(C(=O)Nc2ccc(S(=O)(=O)Nc3nccs3)cc2)c1
0	O=C1N2CCSC2=NC1(NS(=O)(=O)c1ccccc1)C(F)(F)F (stereo not drawn)
9	O=c1nc(-c2ccccc2)c2ccccc2[nH]1
0	CCN(CC)S(=O)(=O)c1cc(F)ccc1OC
-6	COc1cccc(CN2CCN(CCCc3ccccc3)C(CCO)C2)c1O (stereo not drawn)
1	Cc1ccc(NC(=O)CSc2nc3ccccc3c3nc4ccccc4n23)cc1
3	COc1ccc(-c2cc(N3C(=O)Nc4ccccc4N3O)n[nH]2)cc1
4	O=C(COC(=O)Cc1c(F)cccc1Cl)NC(=O)c1ccccc1
4	COc1ccc(-c2cc3nc(NCCNC(C)=O)n(C)c(=O)c3s2)c(C)c1
9	CC(=O)C1=C(C)NC(=O)CC1c1ccc(F)cc1 (stereo not drawn)
6	COC(=O)c1sccc1NC(=O)Nc1ccc(OC)cc1
6	O=C(CSc1nnc(-c2ccccn2)n1-c1ccccc1)Nc1ccc(OCc2ccccc2)cc1
0	CCOC(=O)[C@@]12CCCC=C1N(CCc1ccc(Cl)cc1)C(=O)[C@H]2CC(=O)NCc1cccc2ccccc12
0	COc1cc(C(=O)N2CCCC(c3nc(-c4cccs4)no3)C2)cc(OC)c1OC (stereo not drawn)
-3	Cc1cc(Cl)n2c(nc3ccccc32)c1C#N
-3	O=C(OCC(=O)c1cccs1)c1ccc([N+](=O)[O-])o1
-2	COc1ccnc(Oc2ccccc2)c1C#N
4	C=CC[C@H](CC(=O)N(CCO)Cc1ccccc1)C(=O)N[C@H](COC(=O)[C@@H](CC=C)CC(=O)OC(C)(C)C)Cc1c[nH]c2ccccc12
-1	COc1cc(C(=O)NNC(=O)c2ccc(NC(=O)C(C)(C)C)cc2)cc(OC)c1OC

# Other records.
TbREL1 inh	SMILES
4	C[C@H](CO)N1C[C@H](C)[C@@H](CN(C)C(=O)NC2CCCCC2)OCc2cnnn2CCCC1=O
-4	C=CCOC(=O)C1=C(C)Nc2nnnn2C1c1ccc(OC)cc1OC (stereo not drawn)
-3	CCOC(=O)N1CCN(S(=O)(=O)c2ccc(OCC)c3ccccc23)CC1
-2	O=C(COC(=O)c1cccc(S(=O)(=O)N2CCN(c3ccccc3)CC2)c1)NCc1ccco1
-1	CCOC(=O)c1c(-c2ccccc2)nc2c(C)cccn12
1	O=C(CCN1C(=O)c2ccncc2C1=O)Nc1ccc(F)cc1
0	Cc1ccc(C)c(Cn2nnc3c(=O)[nH]c(C4CCN(C(=O)c5ccco5)CC4)nc32)c1
2	Cc1ccc(CN2CCCCC(NC(=O)c3ccc(F)c(F)c3)C2=O)cc1 (stereo not drawn)
-1	O=C1CCCCCN1Sc1ccccc1
1	Cc1ccc(-c2nnn(CC(=O)N(CC(=O)NCC3CCCO3)c3ccc(F)c(Cl)c3)n2)o1 (stereo not drawn)

# Three entries drawn at random from those above:
TbREL1 inh	SMILES
1	CCCS(=O)(=O)NC(=O)C1(C)CCN(C(=O)c2cncc(Br)c2)C1 (stereo not drawn)
-2	COc1ccnc(Oc2ccccc2)c1C#N
-3	CCc1ccc(N(C2C=CS(=O)(=O)C2)S(=O)(=O)c2ccc(C)cc2)cc1 (stereo not drawn)

# Next section:
TbREL1 inh	SMILES
0	CCOC(=O)c1sc2nc(C)nc(N3CCN(c4ncccn4)CC3)c2c1C
-2	COc1ccccc1CCNC(=O)c1cccc(NC(=O)CC2SC(N3CCCCC3)=NC2=O)c1 (stereo not drawn)
-1	Clc1ccccc1OCc1nnc(-c2ccccc2Br)o1
-2	O=C(NC1CCCCC1)N1CCc2ccccc21
0	OCC[C@@H]1C[C@H](O)[C@@H](O)[C@]2(CCCO2)O1
2	Cc1ccc(-n2cnc(=O)c3cccnc32)cc1
-2	Nc1ccc(-c2sc(N)nc2-c2ccccc2)cc1
0	COc1ccccc1NS(=O)(=O)c1cc(NC(=O)c2ccc(Cl)nc2)ccc1Cl
-1	COc1ccc(CCNC(=O)CN2CCN(Cc3ccc(F)cc3)C2=O)cc1OC
-1	Cc1ccccc1NS(=O)(=O)c1nnc(NC(=O)c2ccc(Cl)cc2)s1

# An excerpt from further up, for reference:
TbREL1 inh	SMILES
2	COc1cccc(-c2cnc(C(O)c3cccc(F)c3)[nH]2)c1 (stereo not drawn)
-2	CN(C)c1cccc(C(=O)Nc2ccc(S(=O)(=O)Nc3nccs3)cc2)c1

# (further entries)
TbREL1 inh	SMILES
-3	Cc1ccc(C(=O)OC(C)C(=O)Nc2ccc(S(N)(=O)=O)cc2)cc1S(=O)(=O)N1CCOCC1 (stereo not drawn)
2	Cc1cc(C)c(OCC(=O)OCC(=O)NC2CCCCCCC2)c(C)c1
-3	CCCCCN(C(=O)CCC(=O)OCCOc1ccccc1)c1c(N)n(CCCC)c(=O)[nH]c1=O
4	O=C(CN1C(=O)NC2(CCCC2)C1=O)OCc1ccccc1
0	Cc1nn(Cc2ccccc2)c(C)c1C(=O)NCCN1C(=O)S/C(=C\c2ccccc2)C1=O
0	CCn1c(N2CCN(C(=O)c3ccco3)CC2)nc2ccccc21
0	CCOC(=O)CSC1=N/C(=C\c2ccc(OC)c(OC)c2)C(=O)N1C
2	Cc1ccc(C(=O)OCC(=O)NCCc2ccccc2)cc1C
-1	O=C(OCc1cn(Cc2cccc(C(F)(F)F)c2)nn1)N1CCOCC1
1	COc1ccc(/C=N/NC(=O)Cc2n[nH]c(=O)[nH]c2=O)cc1
1	C#CCOCCOCCOCCNc1nc(N2CCN(C(=O)C([C@@H](C)CC)n3cc(C(N)Cc4ccc(O)cc4)nn3)CC2)nc(N2CCN(C(=O)[C@H](CCC(=O)O)n3cc(C(N)CC(C)C)nn3)CC2)n1 (stereo partly drawn)
3	Oc1cccnc1SCc1ccccc1
7	CCOc1ncccc1C(=O)OCc1csc(CC(=O)Nc2ccccc2C)n1
-1	CC(OC(=O)c1ncc(Cl)c(Cl)c1Cl)C(=O)NC1(C#N)CCCCC1 (stereo not drawn)
2	CC(C)(C)NC(=O)CSc1nc2scc(-c3ccccc3)c2c(=O)[nH]1
5	C=C1CCN(Cc2ccccc2)S(=O)(=O)c2ccccc21
-3	Cc1ccc(S(=O)(=O)NCCC(=O)NNC(=O)c2ccccc2O)cc1C
5	CC1(C)Oc2ccc3ccc(=O)oc3c2/C(=C/N)C1=O
2	CCCCNC(=O)c1nc(C2CCN(S(=O)(=O)c3ccccc3)CC2)oc1-c1cccc(C(F)(F)F)c1
2	CC(=O)N(CC(=O)O)c1ccccc1C(=O)O
0	COC(=O)[C@H](Cc1ccccc1)NC(=O)NCc1ccc(S(N)(=O)=O)cc1
-3	CCN(CC)S(=O)(=O)c1cc(NC(=O)C(C)N2CCN(c3ccccn3)CC2)ccc1C (stereo not drawn)
0	Oc1ccc(/C=N/N2CCN(C3c4ccccc4-c4ccccc43)CC2)cc1
-5	COc1ccc(N(C)S(=O)(=O)c2cccc(C(=O)NCC(c3ccco3)N3CCCC3)c2)cc1 (stereo not drawn)
-1	Cc1ccc(NC(=O)CN(C)CC(=O)N(CC(C)C)c2c(N)n(CC(C)C)c(=O)[nH]c2=O)c(C)c1
-3	Cn1c(=O)cc(Cl)[nH]c1=O
5	CCn1c2ccccc2c2cc(C#N)c(N)nc21
-4	C[C@H]1CN([C@@H](C)CO)C(=O)CCCn2nncc2CO[C@H]1CN(C)C(=O)Nc1ccccc1
0	CN(CC(=O)Nc1ccccc1Cl)C(=O)c1ccccc1SCC(=O)N1CCCC1
6	COc1ccc(NC(=O)C2CCCN(S(=O)(=O)c3cnc[nH]3)C2)cc1 (stereo not drawn)
-2	CC(=O)Nc1ccc(S(=O)(=O)N2CCN(CCN3CCOCC3)CC2)cc1Cl
5	Cc1ccc(S(=O)(=O)Nc2ccccc2F)cc1C(=O)NCc1ccco1
-1	CNc1nc2c(c(=O)n(C)c(=O)n2C)n1Cc1ccccc1
3	Cc1cc(C)[n+](-c2ccc(Oc3ccccc3)c(S(=O)(=O)[O-])c2)[nH]1
1	Cc1n[nH]c(C)c1S(=O)(=O)NCCc1c[nH]c2ccccc12
-3	CCOc1ccccc1NC(=O)N1CCC(NC(=O)C2CCCCC2)CC1
0	C[C@H]1CN([C@@H](C)CO)C(=O)CCCn2nncc2CO[C@@H]1CN(C)S(=O)(=O)c1ccc2ccccc2c1
-2	Cc1ccc(Nc2nc(N)nc(CN3CCN(Cc4ccc5c(c4)OCO5)CC3)n2)cc1Cl

# Rewritten field by field: 4 of the compounds above
Cc1n[nH]c(C)c1S(=O)(=O)NCCc1c[nH]c2ccccc12
  TbREL1 inh: 1
C[C@H]1CN([C@@H](C)CO)C(=O)CCCn2nncc2CO[C@@H]1CN(C)S(=O)(=O)c1ccc2ccccc2c1
  TbREL1 inh: 0
Cc1ccc(Nc2nc(N)nc(CN3CCN(Cc4ccc5c(c4)OCO5)CC3)n2)cc1Cl
  TbREL1 inh: -2
CNc1nc2c(c(=O)n(C)c(=O)n2C)n1Cc1ccccc1
  TbREL1 inh: -1

# An excerpt (hit frequency here may not be typical).
